# Assay outcomes from PubChem.
# PhoP inhibition: inhibitors of PhoP regulon expression, primary screen, Salmonella Typhimurium, GFP reporter (AID 1863) | S. Typhimurium PhoP-regulated promoter GFP reporter, 4 h; higher % means a stronger effect | inhibition, % at 50 µM, or IC50 in µM where a hit was titrated | actives 0.16% (n = 300,000);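 active = inhibition over 29.93%, a cutoff 3 SD above the screen mean, later confirmed by dose response; inconclusive = inhibition over 29.93% but no dose response follow-up; inactive = inhibition at most 29.93% or unconfirmed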;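 also: 0% = low Mg2+ inducing control and 100% = high Mg2+ repressing control; strong numbers were not always called active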
# NTR1 agonist: NTR1-driven beta-arrestin-GFP spot formation – imaging, U2OS cells, high content, primary screen (AID 493036). P30989. agonist mode. actives 0.17% (n = 330,000). activation, % at 20 µM;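 active = activation at or above 40% of the spot to cytoplasm intensity ratio, with at least 20 cells analyzed; inconclusive = wells under 20 cells, flagged as cytotoxic or low count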;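 also: 0% = DMSO without peptide and 100% = 100 nM NTR1 peptide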
# Target sequence (P30989 whole entry, looked up): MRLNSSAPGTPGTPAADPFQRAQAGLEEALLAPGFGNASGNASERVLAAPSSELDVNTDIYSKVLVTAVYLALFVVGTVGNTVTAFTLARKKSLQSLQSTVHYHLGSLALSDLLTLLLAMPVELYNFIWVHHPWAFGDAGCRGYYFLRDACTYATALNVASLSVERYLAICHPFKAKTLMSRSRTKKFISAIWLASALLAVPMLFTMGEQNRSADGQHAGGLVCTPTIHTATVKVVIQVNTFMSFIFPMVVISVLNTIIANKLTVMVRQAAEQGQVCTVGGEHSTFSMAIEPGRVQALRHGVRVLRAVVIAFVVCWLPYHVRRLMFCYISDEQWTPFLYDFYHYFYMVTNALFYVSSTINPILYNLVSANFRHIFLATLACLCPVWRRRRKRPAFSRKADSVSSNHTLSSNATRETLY
# MgcRacGAP inhibition: MgcRacGAP GTPase-activating activity inhibitors, confirmation, biochemical, ADP Hunter fluorescence | MgcRacGAP-stimulated Rac1 GTP hydrolysis, ADP Hunter fluorescence; higher % means a stronger effect; GST-tagged Rac1 F28L mutant substrate | actives 0.6% (n = 340,000) | one-dose inhibition, % at 30 µM; IC50 in µM for titrated hits;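 active = first-screen hits whose inhibition reached a set limit at any dose in the follow-up dose series; inconclusive = inhibition above the set first-screen limit but never retested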;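 also: fluorescence reports GDP produced by GAP-driven GTP hydrolysis; strong numbers were not always called active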
# Dengue-2 NS5 capping: Dengue-2 NS5 methyltransferase inhibitors, primary screen, biochemical, confirmation dose response (AID 588689). Dengue-2 NS5 methyltransferase capping enzyme assay, biochemical; higher % means a stronger effect. one-dose inhibition, % at 25 µM; IC50 in µM for titrated hits. actives 0.3% (n = 340,000); in the data active = a potency from the dose series; inconclusive = inhibition above about 29% without an active follow-up result
# K1F lysis inhibition: protection from phage-mediated lysis, alamar blue read-out – E. coli UTI89, K1F phage, bacterial capsule biogenesis inhibitors (AID 488966); E. coli UTI89 K1F phage lysis, alamar blue, 2 h; higher % means a stronger effect; inhibition, % at 100 µM, or IC50 in µM where a hit was titrated; actives 0.02% (n = 340,000);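 active = phage lysis inhibition, versus mean bacterial control, above a set limit; inconclusive = no clear call, values can overlap the other calls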;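 also: capsule biogenesis inhibitors block K1F phage lysis so surviving cells raise fluorescence; higher fluorescence means more inhibition of phage lysis; actives were called in the ten point dose series up to 300 µM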
# Large T inhibition: SV40 large T antigen inhibitors, biochemical (AID 1903). SV40 large T antigen ATPase/helicase inhibition assay; higher % means a stronger effect. actives 0.39% (n = 310,000). inhibition, % at 20 µM; hits with a dose series show IC50 in µM; in the data active = a potency from the dose series; inconclusive = inhibition mostly from about 32% at the one dose, without a potency; inactive = the rest, 99 in 100 with inhibition below about 32%; also: strong numbers were not always called active
# West Nile antiviral: inhibition of WNV-induced cytopathic effect – cell-based, CPE readout (AID 1621). West Nile virus-infected cells, CPE inhibition; higher % means a stronger effect. CPE inhibition, % at 10 µM, or IC50 in µM where a hit was titrated. actives 0.02% (n = 290,000); in the data active = a potency from the dose series; inconclusive = CPE inhibition mostly from about 3.7% at the one dose, without a potency; inactive = the rest, 99 in 100 with CPE inhibition below about 2.2%; also: strong numbers were not always called active
# RSV CPE inhibition: inhibition of RSV-induced cytopathic effect – HEp-2 cells, primary 10 µM value included (AID 2391) | one-dose CPE inhibition, % at 10 µM; IC50 in µM for titrated hits | actives 0.13% (n = 310,000) | HEp-2 cells, RSV-induced CPE inhibition; higher % means a stronger effect; in the data active = a potency from the dose series; inconclusive = CPE inhibition mostly from about 23% at the one dose, without a potency; inactive = the rest, 99 in 100 with CPE inhibition below about 21%; also: strong numbers were not always called active
# T cell HTS: T cell immune modulation candidate. calls only at 7 µM. 2C CD8+ T cell-vesicle binding, flow cytometry; active compounds read low. actives 0.068% (n = 330,000). AID 2052;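 active = response, share of CD8 T cells binding vesicles, and their 90th percentile fluorescence all below set limits, cut at about 80% in these data, passing the limit was not always enough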
#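 Test system: purified 2C TCR transgenic mouse naive CD8+ T cells. Probe or stimulus: QL9-peptide-loaded Drosophila micro-vesicles bearing Ld, ICAM-1 and B7-1. Incubation: binding step 1.5 h, 37 °C, antibody labelling 20 min, ice. Measured by: flow cytometry of vesicle-bound cells.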
# T cell HTS vesicle-bound %: second read-out of T cell HTS, no call of its own (marks repeat the call); double positive events, %; measured here: CD8+ vesicle-bound cell fraction;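 binding gate set so that unloaded-vesicle control wells show 10% double positive cells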
# NTR1 agonist cell count 20 µM: further read-out of NTR1 agonist, marked with its call; cell count; measured here: cell count, cytotoxicity flag
# * marks the source's active call; other numbers are inactive results; i = inactive; ? = inconclusive; . = no result given; [ ] = dose if it differs, or a comment. This is a random part of the collection; 1.5% or so of the library scored in one or more.
mol,Large T inhibition,NTR1 agonist cell count 20 µM,T cell HTS vesicle-bound %,PhoP inhibition,NTR1 agonist,T cell HTS,MgcRacGAP inhibition,Dengue-2 NS5 capping,RSV CPE inhibition,K1F lysis inhibition,West Nile antiviral
O=C(Nc1cccc(NC(=O)c2ncn[nH]2)c1)c1cccc(Cl)c1,18%,57,59,-14%,1.9,i,5%,-10%,1.8%,0.1%,0.5%
CCCn1c(SCC(=O)NCCc2ccccc2)nnc1-c1ccco1,19%,78,40,1%,-4.7,i,0%,-3%,1.4%,1.6%,-0.4%
Cc1ccc(S(=O)(=O)Nc2nc3ccccc3nc2N2CCOCC2)cc1,.,66,43,.,1.9,i,5%,6%,.,-3.1%,.
CCOc1ccc(/C=C2/SC(=O)NC2=S)cc1,28%,76,22,-15%,7.8,i,6%,-11%,0.8%,i,-1.6%
CCOc1ccc(NC(=O)CN2C(=O)COc3ccc(S(=O)(=O)N4CCCCC4)cc32)cc1,11%,47,26,6%,0.3,i,13%,-3%,1.2%,0.2%,0.0%
O=C(Nc1ccccc1)Nc1ccc(NC(=O)c2ccccc2O)cc1,9%,94,32,-3%,1.8,i,1%,-15%,1.3%,0.3%,-0.8%
COC(=O)c1cccc(N(C(=O)c2ccco2)C(C(=O)NC2CCCC2)c2ccco2)c1 (centres undefined),6%,50,52,1%,-0.9,i,2%,.,0.4%,1.8%,-0.2%
Cn1c(=O)[nH]c(=O)c2c1nc(NCCCn1ccnc1)n2Cc1cccc(Br)c1,2%,55,38,-11%,-2.5,i,3%,-2%,0.3%,1.2%,0.4%
CCc1nnc(NC(=O)C2CCCCC2)s1,8%,82,21,-1%,-0.4,i,4%,-7%,0.4%,-7.6%,0.7%
CC(C)(C)C(=O)NC(c1ccccc1)c1c(O)ccc2ccccc12 (centres undefined),1%,89,24,1%,6.6,i,5%,5%,18%,0.3%,-0.1%
COc1ccc(OC)c(CN2C(=O)c3ccccc3C2C(=O)NCc2cccnc2)c1 (centres undefined),-4%,91,36,-3%,-2.1,i,7%,1%,1.8%,-0.4%,-0.6%
C[C@H](NS(=O)(=O)c1ccc2c(c1)OCCCO2)C(=O)N1CCN(Cc2ccccc2)CC1,.,69,.,.,-0.3,.,6%,-4%,.,0.9%[50 µM],.
O=C(NC1CC1)c1ccc(-c2ccccc2)cc1,9%,56,57,-11%,0.4,i,-13%,4%,3.3%,-0.3%,-0.2%
CCOC(=O)NC(NCC(O)c1ccccc1)(C(F)(F)F)C(F)(F)F (centres undefined),0%,92,34,8%,-0.9,i,0%,-8%,-0.1%,0.3%,?
S=C(NCC1CCCO1)N1CCN(c2nc(-c3ccc(Cl)cc3)cs2)CC1 (centres undefined),4%,46,18,-1%,1.5,i,7%,-5%,0.1%,-0.1%,-1.7%
CCOC(=O)c1ccccc1NC(=O)CSc1ncc(C(=O)OCC)c(N)n1,-30%,84,53,-1%,2.2,i,0%,3%,21%,0.2%,0.7%
O=C(CN1C(=O)COc2ccc(Cl)cc21)NCC1CCCO1 (centres undefined),11%,52,6,2%,0.0,i,1%,-1%,0.8%,0.9%[50 µM],0.8%
O=C(NCc1cccs1)c1csc2ccccc12,8%,57,52,0%,-1.7,i,7%,-5%,-0.8%,3.4%,-1.1%
COCCN(C(=O)CCC(=O)Nc1ccccn1)C(C(=O)NC(C)(C)C)c1ccc(OC)cc1 (centres undefined),4%,52,45,-2%,2.8,i,2%,1%,1.4%,0.3%,-0.4%
COc1ccc(OC)c(NC(=O)c2ccccc2N(C)S(=O)(=O)c2ccc(C)cc2)c1,7%,63,62,7%,1.4,i,5%,-15%,5.5%,0.1%,-1.8%
O=c1cc(-c2ccc(Cl)cc2)[nH][nH]1,32%,64,42,7%,-0.7,i,8%,-15%,0.7%,0.1%,-0.3%
COc1ccc(C)cc1NC(=O)C1COc2ccccc2O1 (centres undefined),24%,63,38,0%,0.1,i,4%,-3%,-1.6%,1.5%,-0.6%
CCCC(C(=O)N(C)CC(=O)Nc1ccc(N2CCOCC2)cc1)c1ccccc1 (centres undefined),14%,62,20,-5%,0.7,i,7%,-9%,-0.4%,0.8%[50 µM],.
Cc1ccc(S(=O)(=O)NCC(=O)N2CCN(c3ccc(F)cc3)CC2)cc1,8%,58,63,-2%,0.5,i,6%,3%,1.0%,0.2%,-0.7%
NC(=O)COc1ccccc1C1=NO[C@@](CC(=O)O)(C(=O)Nc2ccc3c(c2)OCCO3)C1,0%,99,51,-10%,-0.9,i,8%,-1%,0.9%,0.2%,0.1%
O=C(O)CCC(=O)OCC1CCCCC1,9%,88,19,2%,-1.0,i,3%,-4%,-0.2%,0.8%,0.4%
CC(=O)Nc1cccc(/C(C)=N/NC(=S)NC(C)C)c1,10%,75,12,1%,0.2,i,0%,-1%,0.1%,1.1%,-0.3%
O=C(CC1N=C2c3ccccc3N=C(SCc3ccccc3Cl)N2C1=O)NCc1ccco1 (centres undefined),3%,76,18,0%,-2.0,i,1%,-1%,4.2%,0.6%,1.9%
Cc1nc2sc(C(c3ccccc3)N3CCC(O)CC3)c(O)n2n1 (centres undefined),0%,50,44,-14%,-0.9,i,6%,0%,1.5%,1.7%,0.2%
NC(=O)CCn1c(=O)oc2ccccc21,4%,87,6,-4%,-1.5,i,-1%,-3%,0.6%,-0.6%,0.3%

# (next part)
mol,Large T inhibition,NTR1 agonist cell count 20 µM,T cell HTS vesicle-bound %,PhoP inhibition,NTR1 agonist,T cell HTS,MgcRacGAP inhibition,Dengue-2 NS5 capping,RSV CPE inhibition,K1F lysis inhibition,West Nile antiviral
NC(=O)CSc1nnc(Cn2c(=O)sc3ccccc32)n1CCc1ccccc1,0%,55,24,-17%,0.9,i,13%,-1%,1.5%,7.6%,-0.2%
CN(CC(=O)Nc1ccc(Cl)cc1)C(=O)c1sccc1-c1ccccc1,.,54,36,.,-0.5,i,9%,-15%,2.1%,-0.9%[50 µM],.
Cc1ccc(C(=O)CSc2nnc3n2CCCCC3)s1,.,60,36,.,-1.5,i,8%,-2%,0.5%,1.6%[50 µM],.
O=C(NNC(=O)c1ccc(NC(=O)C2CC2)cc1)c1ccc(F)cc1,7%,71,32,1%,1.6,i,4%,-5%,0.3%,0.1%,-0.3%
O=C(CN1C(=O)CCC1=O)NCC12CC3CC(CC(C3)C1)C2,22%,46,58,0%,5.1,i,14%,7%,1.4%,0.6%,0.3%
Cn1c(C(=O)Nc2ccc3c(c2)OCO3)cc2sccc21,8%,67,10,23%,3.8,i,10%,-5%,-0.7%,-1.5%,0.6%
S=C(NCCc1ccccn1)NC1CC2CCC1C2 (centres undefined),18%,52,38,1%,-0.4,i,5%,-3%,2.5%,0.9%,0.1%
Cc1cc(Cl)c2oc(C(=O)NCCC3CCCCO3)c(C)c2c1 (centres undefined),21%,58,6,-6%,16,i,9%,-7%,6.1%,0.0%,0.0%
O=S(=O)(N1CCOCC1)n1cnc2ccccc21,12%,62,26,2%,3.2,i,-1%,-2%,2.6%,1.1%,0.6%
O=C(NCCN1C(=O)S/C(=C\c2ccc(F)cc2)C1=O)C1CCN(S(=O)(=O)c2cccs2)CC1,6%,61,22,-17%,1.3,i,6%,-5%,1.5%,1.1%[50 µM],-1.2%
CC(C)(CNC(=O)C1CCCN1C(=O)c1cccs1)N1CCOCC1 (centres undefined),2%,35,43,-1%,-0.8,i,-1%,2%,2.3%,-0.1%,0.0%
O=C(OCC(=O)c1ccc(Br)s1)c1ccc(O)cc1,.,49,56,.,0.3,i,7%,-7%,.,1.0%[50 µM],.
O=C(NCc1ccccc1)C1CCCN(C(=O)c2ccc(F)cc2)C1 (centres undefined),.,58,.,.,-1.2,.,6%,9%,.,1.6%[50 µM],.
Cc1cccc(N2CCN(CCCNC(=O)C3CCCN(c4ncnc5c4nc4n5CCCCC4)C3)CC2C)c1 (centres undefined),5%,62,24,10%,6.1,i,4%,-7%,16%,0.1%,0.2%
Cc1ccc(S(=O)(=O)c2nc(S(=O)(=O)c3ccccc3)sc2N2CCN(C)CC2)cc1,8%,56,9,-10%,1.2,i,11%,-9%,-1.7%,0.5%,1.1%
CCOC(=O)CC(NC(=O)c1cc2cc(Cl)cc(Cl)c2oc1=O)c1cccc([N+](=O)[O-])c1 (centres undefined),25%,66,49,-6%,-0.6,i,9%,-1%,1.0%,1.4%[50 µM],0.1%
Cc1cccc(CC(Cc2nc3ccccc3[nH]2)c2nc3ccccc3[nH]2)c1 (centres undefined),3%,44,54,6%,2.4,i,13%,-4%,-1.1%,0.8%,-0.1%
Cn1c(=O)c2ncn(CC(=O)Nc3cc(C(F)(F)F)ccc3N3CCOCC3)c2n(C)c1=O,6%,55,56,13%,-0.1,i,13%,-6%,0.9%,0.3%,-0.3%
CN1CCc2c(sc(NC(=O)c3ccc(S(=O)(=O)N4CCc5ccccc54)cc3)c2C(N)=O)C1,4%,48,9,-32%,15,i,.,.,17%,0.9%[50 µM],?
COc1ccc(C(=O)OCC2CC(c3ccccc3)N(C)O2)cc1 (centres undefined),6%,64,16,12%,0.3,i,-5%,-8%,3.5%,-0.1%,0.7%
COc1ccccc1Nc1nn2c(=O)c3ccc(C(=O)N4CCCCC4)cc3nc2s1,14%,60,14,0%,1.1,i,6%,2%,4.7%,0.0%,0.2%
Cc1cc2ncn(N)c2cc1C,8%,82,35,3%,0.7,i,5%,-9%,-0.2%,-1.9%,0.2%

# 3 structures from above, arranged by molecular weight, lowest first.
mol,Large T inhibition,NTR1 agonist cell count 20 µM,T cell HTS vesicle-bound %,PhoP inhibition,NTR1 agonist,T cell HTS,MgcRacGAP inhibition,Dengue-2 NS5 capping,RSV CPE inhibition,K1F lysis inhibition,West Nile antiviral
Cn1c(C(=O)Nc2ccc3c(c2)OCO3)cc2sccc21,8%,67,10,23%,3.8,i,10%,-5%,-0.7%,-1.5%,0.6%
COc1ccc(C(=O)OCC2CC(c3ccccc3)N(C)O2)cc1 (centres undefined),6%,64,16,12%,0.3,i,-5%,-8%,3.5%,-0.1%,0.7%
CN1CCc2c(sc(NC(=O)c3ccc(S(=O)(=O)N4CCc5ccccc54)cc3)c2C(N)=O)C1,4%,48,9,-32%,15,i,.,.,17%,0.9%[50 µM],?
